# Compound activity: PubChem, several laboratories
# AGP1 TOR yeast = alters AGP1-GFP fluorescence in TOR pathway yeast screen. AID 2066. S. cerevisiae AGP1-GFP multiplex flow cytometry, 3 h; GFP as percent of DMSO wells. GFP response vs DMSO, % at 10 µM. 320,000 tested, 0.02% active;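 active = GFP response relative to DMSO above a set limit, near screen average plus 3 SD, cut at about 150% in these data; inconclusive = fewer than 70 cells counted for the yeast strain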;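 note: median GFP channel fluorescence of the gated AGP1 strain per well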
# procasp3 activ = activates human procaspase-3; P42574; recombinant procaspase-3 D3A, Ac-DEVD-pNA absorbance 405 nm; activation, % at 8.5 µM; 330,000 tested, 0.11% active; AID 463141;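 active = activation above the mean of all tested compounds plus 3 SD, cut at about 21% in these data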;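 note: 0% = DMSO alone and 100% = DMSO wells spiked with extra 5 µM PC-3 D3A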
# Target sequence (P42574 whole entry D9A/D28A/D175A): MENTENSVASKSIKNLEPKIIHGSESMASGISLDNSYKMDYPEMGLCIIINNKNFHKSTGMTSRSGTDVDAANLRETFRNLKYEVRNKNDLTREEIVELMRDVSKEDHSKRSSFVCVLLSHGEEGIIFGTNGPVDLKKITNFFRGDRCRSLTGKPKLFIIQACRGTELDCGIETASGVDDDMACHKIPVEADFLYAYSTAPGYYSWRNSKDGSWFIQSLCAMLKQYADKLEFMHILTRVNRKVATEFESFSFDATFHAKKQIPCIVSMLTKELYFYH
#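 Test system: Procaspase-3 D3A mutant, all three cleavage aspartates alanine | Dosing: Single dose, 8.5 µM nominal compound, 0.8% DMSO | Schedule: 1 h preincubation, 2 h reaction | Technique: 405 nm absorbance of p-nitroaniline, reads at 0 and 120 min | Repeats: One well per compound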
# proCasp7 act = counter-screen for procaspase-3 activators: activators of human procaspase-7 | AID 463210 | 330,000 tested, 0.093% active | activation, % at 8.5 µM | recombinant procaspase-7, Ac-DEVD-pNA absorbance 405 nm; D23A/D198A/D206A triple mutant, cannot self-cleave; scale: DMSO 0, 5 µM enzyme 100 | P55210;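 active = percent activation above the screen-wide mean plus 3 SD, cut at about 25% in these data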
#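 buffer or medium = Zinc-free HEPES/NaCl buffer, pH 7.4 | material = Procaspase-7 triple mutant (PC-7 D3A) | input = 2 µM procaspase-7 mutant as dispensed | signal = Epi-absorbance of released pNA at 405 nm, two timepoints | timing = 1 h preincubation, 2 h reaction | replicates = singlicate compound testing | evaluation = % activation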
# MEP2 TOR yeast = alters MEP2-GFP fluorescence in TOR pathway yeast screen; S. cerevisiae MEP2-GFP strain, flow cytometry GFP, 3 h; 100% = DMSO control level; GFP response vs DMSO, % at 10 µM; 330,000 tested, 0.51% active; AID 2016;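 active = GFP response versus DMSO above a set limit, roughly screen mean plus 3 SD, cut at about 180% in these data; inconclusive = fewer than 70 cells counted for a yeast strain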;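 note: median GFP fluorescence of the barcode-gated MEP2-GFP cells per well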
# AHR act = human AHR activation | P35869 | AHR-responsive luciferase reporter cells, luminescence | activation, % at 5 µM | 320,000 tested, 2.5% active; in the data active = activation above about 47%;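 note: 0% = vehicle wells and 100% = reference agonist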
# Target sequence (P35869 whole entry, looked up): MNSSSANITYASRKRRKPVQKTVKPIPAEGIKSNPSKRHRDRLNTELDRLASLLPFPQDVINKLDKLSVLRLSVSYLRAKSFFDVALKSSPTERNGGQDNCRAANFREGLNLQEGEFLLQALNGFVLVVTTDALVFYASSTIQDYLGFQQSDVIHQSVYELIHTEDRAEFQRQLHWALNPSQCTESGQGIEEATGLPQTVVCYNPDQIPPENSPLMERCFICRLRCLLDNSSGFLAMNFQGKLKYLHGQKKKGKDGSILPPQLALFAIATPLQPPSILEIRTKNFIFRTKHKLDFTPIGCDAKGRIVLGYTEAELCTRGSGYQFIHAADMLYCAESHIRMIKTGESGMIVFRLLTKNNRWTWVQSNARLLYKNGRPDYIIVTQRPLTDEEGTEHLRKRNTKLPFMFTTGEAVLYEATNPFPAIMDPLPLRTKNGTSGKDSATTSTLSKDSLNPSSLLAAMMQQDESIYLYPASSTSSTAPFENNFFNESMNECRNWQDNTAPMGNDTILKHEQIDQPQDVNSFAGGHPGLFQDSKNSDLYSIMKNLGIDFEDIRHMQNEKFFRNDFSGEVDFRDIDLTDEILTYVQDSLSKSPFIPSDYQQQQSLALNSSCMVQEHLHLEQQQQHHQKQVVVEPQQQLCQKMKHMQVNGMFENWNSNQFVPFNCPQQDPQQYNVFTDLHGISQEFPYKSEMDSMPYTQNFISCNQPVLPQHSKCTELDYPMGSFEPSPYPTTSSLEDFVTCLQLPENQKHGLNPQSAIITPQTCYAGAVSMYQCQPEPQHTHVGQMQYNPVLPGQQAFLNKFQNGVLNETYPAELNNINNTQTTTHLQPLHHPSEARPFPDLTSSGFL
# CIT2-GFP yeast = yeast TOR pathway CIT2-GFP modulation | S. cerevisiae CIT2-GFP strain, flow cytometry, 3 h; 100 means same as DMSO wells | GFP response vs DMSO, % at 10 µM | 320,000 tested, 0.065% active;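 active = GFP response relative to DMSO above a set limit, near the screen mean plus 3 SD, cut at about 150% in these data; inconclusive = Fewer than 70 cells measured for a yeast strain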;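 note: ratio of well median GFP fluorescence to mean of DMSO wells on the plate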
# RPL19A-GFP yeast = alters RPL19A-GFP fluorescence in TOR pathway yeast screen. AID 2025. percent response vs DMSO, % at 10 µM. S. cerevisiae RPL19A-GFP strain, flow cytometry, 3 h; stronger effect = lower value. 330,000 tested, 0.3% active;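 active = percent response vs DMSO below 50%; inconclusive = fewer than 70 events counted for the yeast strain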;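 note: median channel GFP fluorescence of the barcoded RPL19A-GFP strain; ratio of sample median GFP to plate DMSO average so 100% = DMSO; lower means less RPL19A-GFP as with rapamycin TOR inhibition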
# LAP4 TOR yeast = yeast TOR pathway LAP4-GFP modulation; S. cerevisiae LAP4-GFP multiplex, flow cytometry GFP, 3 h; median GFP as percent of DMSO wells; 320,000 tested, 0.34% active; GFP response vs DMSO, % at 10 µM;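 active = GFP response vs DMSO above a set limit, about the screen mean plus 3 SD, cut at about 150% in these data; inconclusive = under 70 cell events counted for the yeast strain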
# An asterisk follows results filed as active; ? = inconclusive; · = no result given; & = joins results of further samples; [ ] = dose if it differs, or a comment.
SMILES,AGP1 TOR yeast,procasp3 activ,proCasp7 act,MEP2 TOR yeast,AHR act,CIT2-GFP yeast,RPL19A-GFP yeast,LAP4 TOR yeast
c1cncc(-c2nc(N3CCOCC3)c3c4c(sc3n2)CCC4)c1,89,4,-3,97,18,85,96,125
CCOc1ccccc1NC(=O)NC1Cc2ccccc2C1,99,-6,-3,101,10,104,101,90
O=C(C(=O)N1CCN(c2ccccc2)CC1)c1c[nH]c2ccccc12,94,-8,-6,109,0,91,112,103
COc1cccc(CN2CC(C(=O)NCCCn3cccn3)CCC2=O)c1 (configuration not stated),94,2,0,89,-1,107,95,92
Cc1c(C#N)c(O)[nH]c(=O)c1N=Nc1ccc(S(N)(=O)=O)cc1,96,-9,-29,104,1,104,105,91
Cc1nc2cc(NC(=O)c3cccc(S(C)(=O)=O)c3)ccc2o1,94,0,1,103,13,103,104,95
CN(C(=O)COC(=O)c1ccccc1SCC(=O)N1CCCC1)C1CCS(=O)(=O)C1 (configuration not stated),105,-2,1,106,0,103,107,96
O=C(CN1C(=O)C(=O)N(Cc2ccccc2)C1=O)Nc1ccc(F)c(Cl)c1,108,4,3,104,0,111,104,103
O=C1N[C@H](Cc2ccccc2)CO1,98,7,0,97,-4,96,101,107
CCn1c(SCc2ccc(OC)cc2)nnc1-c1ccncc1,100,1,7,97,-1,105,97,104
CC1CCCCN1CCCNC(=O)c1nn(C)c2c1CSc1ccccc1-2 (configuration not stated),99,-6,6,94,8,95,100,90
CC(=O)N1CCCc2cc(S(=O)(=O)Nc3ccc4c(c3)OCO4)ccc21,105,0,4,103,13,104,103,109
COc1ccc(C(=O)N2CCN(C3CCC(c4ccccc4)CC3)CC2)cc1OC (configuration not stated),94,-4,4,100,0,93,95,100
Cc1sc2ncn(Cc3ccccc3F)c(=O)c2c1C,99,7,15,94,3,95,100,102
Cc1csc(NC(=O)c2cccc(Cn3nc(C)c(Br)c3C)c2)n1,93,1,-8,95,4,88,96,116
O=C(Nc1nccs1)C1CCCN1/C=C/C(=O)C(F)(F)F (configuration not stated),95,-7,1,99,1,94,94,94
Cc1cc(C(=O)CSc2ccc(Cl)cc2)cc(C)c1OC(=S)N(C)C,106,2,8,94,5,99,99,100
O=C(COC(=O)/C=C/c1cccc(Cl)c1)NC1CCCC1,113,-5,-8,110,1,116,109,99
CCc1nc(OCc2ccco2)c2sc3nc4c(cc3c2n1)COC(C)(C)C4,95,0,-4,99,31,95,95,97
COc1ccc(N=C2SC(CC(=O)Nc3ccc(OC)cc3OC)C(=O)N2C)cc1 (configuration not stated),102,7,9,91,3,92,99,100
CCC(C)c1ccccc1NC(=S)NC(=O)c1ccco1 (configuration not stated),85[may fluoresce red and violet],-10,1,90[may fluoresce red and violet],0,?,?,76[may fluoresce red and violet]
CCCCN(CCCC)/C(N)=N/c1nc(C)cc(C)n1,103,6,3,98,24,97,99,97
COc1ccc(C2(c3ccc(OC)cc3)NC(=O)N(CC(=O)NC3(C#N)CCCCC3)C2=O)cc1,99,6,-1,99,1,106,101,99
CCOc1ccc(NC(=O)CSc2nc(C3CC3)nc3ccccc23)cc1,98,8,3,98,1,88,95,100
O=C1CN(C(=O)c2ccccc2[N+](=O)[O-])C(c2ccccc2)c2cc(Br)ccc2N1 (configuration not stated),98,11,4,102,4,101,105,95

# The final 6 compounds of the part before come first, to join the parts.
SMILES,AGP1 TOR yeast,procasp3 activ,proCasp7 act,MEP2 TOR yeast,AHR act,CIT2-GFP yeast,RPL19A-GFP yeast,LAP4 TOR yeast
COc1ccc(N=C2SC(CC(=O)Nc3ccc(OC)cc3OC)C(=O)N2C)cc1 (configuration not stated),102,7,9,91,3,92,99,100
CCC(C)c1ccccc1NC(=S)NC(=O)c1ccco1 (configuration not stated),85[may fluoresce red and violet],-10,1,90[may fluoresce red and violet],0,?,?,76[may fluoresce red and violet]
CCCCN(CCCC)/C(N)=N/c1nc(C)cc(C)n1,103,6,3,98,24,97,99,97
COc1ccc(C2(c3ccc(OC)cc3)NC(=O)N(CC(=O)NC3(C#N)CCCCC3)C2=O)cc1,99,6,-1,99,1,106,101,99
CCOc1ccc(NC(=O)CSc2nc(C3CC3)nc3ccccc23)cc1,98,8,3,98,1,88,95,100
O=C1CN(C(=O)c2ccccc2[N+](=O)[O-])C(c2ccccc2)c2cc(Br)ccc2N1 (configuration not stated),98,11,4,102,4,101,105,95
O=C(Nc1nnc(S(=O)(=O)Cc2ccc(F)cc2)s1)c1ccccc1F,97,1,-7,103,1,83,102,114
CCc1nnc(NC(=O)COc2ccc3c(c2)OCO3)s1,92,-1,-8,107,38,100,98,104
COc1ccc(Cc2c(O)nc(SCC(=O)NC34CC5CC(CC(C5)C3)C4)[nH]c2=O)cc1,93&104,3&3,3&11,93&104,-1&-2,80&106,96&101,99&108
O=C(NCc1cccs1)C(=O)c1cn(CC(=O)N2CCCC2)c2ccccc12,97,1,10,104,1,107,109,107
CCCn1c(=O)c(C(=O)Nc2cc(C)ccn2)c(O)c2ccccc21,101,3,8,115,7,104,102,101
Cc1c(C(C)C)c(=O)n(-c2ccc(S(=O)(=O)NCc3ccccc3)cc2)n1C,94,1,9,94,0,·,86,99
CNC(=O)COC(=O)c1ccccc1NC(=O)c1ccco1,110,-10,-4,106,9,98,104,122
Cc1c(CN2CCCCC2)c(O)n(CCCO)c(=O)c1C#N,101,-2,-2,99,0,98,96,96
Cc1c(C#N)c2ccccc2n1CC(=O)O,111,-2,-11,103,21,111,107,105
CCOc1ccc(NC(=O)COC(=O)COc2cccc3c2OC(C)(C)C3)cc1,100,-7,5,105,0,98,100,104
CCCCNC(=O)C1CCCN1C(=O)Nc1cccc(OC)c1 (configuration not stated),102,1,12,97,2,105,96,105
COc1ccccc1N=C(C)C1=C(O)CC(c2ccccc2)CC1=O (configuration not stated),102,0,6,95,3,82,101,109
COCCNC(=S)N1C2CCC1CC(NC(=O)NC13CC4CC(CC(C4)C1)C3)C2 (configuration not stated),103,-1,2,102,1,103,97,88
N#C/C(=C\N1CCN(Cc2ccc3c(c2)OCO3)CC1)c1nc2ccccc2s1,96,-1,-2,121,22,·,119,128
Clc1ccc(CNc2ccccc2NCc2ccc(Cl)nc2)cn1,101,4,-7,93,25,103,98,98
c1ccc(CNc2ncnc3ccccc23)cc1,112&104,-4&-4,-6&-5,106&99,-6&0,113&115,109&107,107&116
Cc1ccc(-n2c(C)nn(CC#N)c2=O)cc1,101,-2,-7,95,-1,94,98,95
Cc1ccc(S(=O)(=O)N2CCN(C(=O)c3ccc(-n4cncn4)c([N+](=O)[O-])c3)CC2)cc1C,108,11,0,100,-3,92,98,120
Cc1cc(C(=O)CCC(=O)NCc2ccccc2F)c(C)s1,99,-7,2,100,3,95,100,103
c1ccc2cc(-c3cc4ccccn4c3)ccc2c1,99,-11,2,95,15,93,95,94
CCN(CC)CCN(C(=O)c1ccc(Br)s1)c1nc2cc3c(cc2s1)OCO3,99,-1,3,103,6,95,98,105
CC(C)C[C@H](NC(=O)C1CCN(S(=O)(=O)c2ccccc2)CC1)C(=O)NCc1ccncc1,101,-1,5,95,1,104,98,94
Cc1ccc(NNC(=O)C2CCC2)cc1C,96,0,-5,92,19,99,100,100
CCN1CCN(c2nc(C)c3c(n2)CCCC3=O)CC1,96,-1,9,95,8,96,97,100
COCCn1c(N)c(Sc2ccccc2)c(=O)[nH]c1=O,98,0,-2,101,1,91,97,100

# Continuation.
SMILES,AGP1 TOR yeast,procasp3 activ,proCasp7 act,MEP2 TOR yeast,AHR act,CIT2-GFP yeast,RPL19A-GFP yeast,LAP4 TOR yeast
COc1ccc(OC)c(NC(=O)c2cccnc2Sc2ccccc2)c1,95,-6,0,94,8,83,103,92
Cc1cc2ccccc2c(=O)n1CC(=O)Nc1ccc2c(c1)OCCO2,103,-2,8,105,0,94,104,101
CCC1(c2ccc(F)cc2)NC(=O)N(CC(=O)Nc2ccc(N3CCCCC3)cc2)C1=O (configuration not stated),121,3,1,103,2,107,105,120
O=C(CCn1c(=O)oc2ccccc21)Nc1nccs1,108,3,2,107,5,107,109,95
COc1ccc(-c2cnnn2-c2ccc(NC(=O)c3ccco3)cc2)cc1OC,100,1,-1,96,-1,93,98,99
CCOC(=O)c1ccccc1OCc1cc(/C=N/n2cnnc2)ccc1OC,102,-2,9,96,-1,101,102,111
O=C(c1cccc(Oc2c(Cl)cccc2[N+](=O)[O-])c1)N1CCCCC1,93,-2,2,98,2,88,91,96
Cc1onc(-c2ccccc2Cl)c1C(=O)NCc1cccnc1,98,4,7,98,0,·,103,95
N/C(=N\OC(=O)c1cccc2ccccc12)c1ccc(Br)cc1,89,6,6,103,96*,101,105,105
COC(c1ccccc1)c1nnc(CCC(=O)N(C)CCCC2CCCC2)o1 (configuration not stated),84,-3,-4,96,2,87,92,81
Cc1c(CCC(=O)O)c(=O)oc2cc3occ(-c4ccc(Br)cc4)c3cc12,100,-1,6,113,4,109,106,114
Cn1c(=O)c(C(=O)CN2CCc3ccccc32)c(N)n(Cc2ccccc2)c1=O,107,6,-1,100,14,104,100,99
O=C(Cc1ccc(S(=O)(=O)N2CCOCC2)s1)N(Cc1ccccc1)c1ccccc1,105,5,8,107,-2,99,98,103
Cc1ccc(C)c2[nH]c(=O)c(CN(Cc3cccs3)C(=S)NCc3ccco3)cc12,88,-14,-19,102,29,88,98,102
CC[C@@H](CCC=C(C)C)C(=O)N(Cc1ccccc1)c1ccccc1,102,10,-9,101,0,107,98,104
O=C(c1cccc(C(=O)N2CCN(c3ccccc3)CC2)c1)N1CCN(c2ccccc2)CC1,103,1,-3,110,4,100,104,107
Cc1occc1C(=O)n1cnc2ccccc21,119,5,2,110,2,118,115,106
Cc1ccc(CNC(=O)CCS(=O)(=O)c2cccc3nsnc23)cc1,99,4,-12,106,7,98,97,101
COc1ccc(C(=O)NC(C)c2ccncc2)cc1S(=O)(=O)N(C)Cc1ccccc1 (configuration not stated),95,3,-6,98,2,93,93,99
CCOC(=O)C1=C(C)N(CCCC(=O)O)C(=O)NC1c1ccccc1 (configuration not stated),99,0,-7,98,-1,125,103,143
CCN(CC)c1ccc(/C=C(/C#N)c2nc3ccc(C)cc3[nH]2)c(OC(C)C)c1,97,15,2,140,8,82,96,148
CCOc1ccc(NC(=O)CN2CCN(CC(=O)Nc3ccc(OC)cc3OC)CC2)cc1,103,2,-10,101,0,100,102,97
O=C(COC(=O)CCc1nc2ccccc2c(=O)[nH]1)NC1CCS(=O)(=O)C1 (configuration not stated),101,-3,3,118,0,92,97,112
CC(CN1CCCCC1)NC(=O)c1cc(-c2ccccn2)nc2ccc(Cl)cc12 (configuration not stated),100,3,3,101,9,99,102,99
Cc1ccc(Cn2c(CN3CCN(C(=O)c4ccco4)CC3)nc3c2c(=O)n(C)c(=O)n3C)cc1,108,8,1,103,-2,112,102,104
CCC(Sc1ncccc1C(=O)OC(C)C)C(=O)NCc1ccco1 (configuration not stated),103,7,-4,100,2,108,101,99
COc1cccc(/C=C/C2=CC(C)(C)NC(=S)N2)c1,101,5,-11,99,6,103,98,99
Cc1ccc2c(c1)[nH]c1c(=O)n(CCCN3CCOCC3)cnc12,103,5,1,114,35,106,103,102
COc1cccc(C(=O)C2CCCN(Cc3cn(C)nc3-c3ccccc3)C2)c1 (configuration not stated),104,9,13,103,8,105,106,95
